Compound activity as filed in PubChem.
NRP1-CendR mod = modulators of CendR peptide binding to NRP-1, primary screen, biochemical, fluorescence polarization, uHTS. 360,000 compounds, 0.85% hits. AID 602438, 2012. inhibition, % at 25 µM. FAM-RPARPAR peptide binding to NRP-1. Neuropilin-1 (Homo sapiens), O14786;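 active = inhibition or corrected inhibition above about 18%, plus a signal ratio from 0.5 to 1.5, limit read from the data, passing the limit was not always enough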; also: strong numbers were not always called active
MT1-MMP act inh = blockers of MT1-MMP proenzyme processing, primary screen, HT1080 RFP-PRO-GFP cells, GFP/RFP fluorescence; AID 651647, 2012; 360,000 compounds, 0.061% hits; GFP/RFP ratio fluorescence, overnight; percent of plate control window, DMSO zero; GFP/RFP ratio change, % at 20 µM;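 active = GFP/RFP ratio change of at least 30% with cell ATP level not reduced by more than half and red fluorescence within 50% of control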; also: strong numbers were not always called active
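Compound: 20 µM single dose, 1% DMSO / System: HT1080 RFP-PRO-GFP cells / Controls: DMSO and RFP-L50D-GFP cell wells / Read-out basis: GFP/RFP fluorescence ratio / Schedule: overnight compound exposure at 37 °C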
Rpn11 inh = Rpn11 (PSMD14) deubiquitinase inhibitors, primary screen, biochemical, fluorescence polarization, uHTS | AID 588493, 2011 | 26S proteasome non-ATPase regulatory subunit 14 (Homo sapiens), O00487 | human 26S proteasome, Ub4-pepOG fluorescence polarization; 20S core pre-blocked with epoxomicin | calls only at 20 µM | 360,000 compounds, 0.59% hits;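 active = inhibition at 20 µM, scaled to each plate's controls, above about 33%, limit read from the data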
Target sequence (O00487 whole entry, looked up): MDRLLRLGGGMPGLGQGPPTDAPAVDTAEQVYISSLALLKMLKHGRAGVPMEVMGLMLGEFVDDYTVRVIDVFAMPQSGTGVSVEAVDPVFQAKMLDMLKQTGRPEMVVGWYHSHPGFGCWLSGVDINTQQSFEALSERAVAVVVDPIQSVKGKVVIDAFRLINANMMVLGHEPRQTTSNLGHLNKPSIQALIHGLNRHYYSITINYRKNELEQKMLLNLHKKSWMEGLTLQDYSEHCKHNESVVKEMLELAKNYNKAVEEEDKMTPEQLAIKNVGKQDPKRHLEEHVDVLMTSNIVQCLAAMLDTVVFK
STEP block = STEP phosphatase inhibitors, primary screen, biochemical, fluorescence intensity, uHTS. recombinant STEP, OMFP fluorogenic substrate. inhibition, % at 20 µM. 360,000 compounds, 0.25% hits. AID 588621, 2011;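 active = inhibition at 20 µM, scaled per plate between control wells, above about 37%, limit read from the data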;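 also: 0% = DMSO with enzyme and substrate and 100% = substrate only without enzyme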
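Measure: Control-normalized % inhibition with plate pattern correction | Test system: STEP phosphatase, cell-free reaction | Medium: pH 6.0 Bis-Tris with DTT and Tween 20 | Technique: Fluorescence, 480/540 nm | Times: Reaction 20 min, ambient temperature | Doses: Single compound dose of 20 µM, 1% DMSO final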
LMPTP inh = LMPTP phosphatase inhibitors, primary screen, biochemical, fluorescence intensity, uHTS | AID 651560, 2012 | 360,000 compounds, 0.22% hits | inhibition, % at 20 µM | recombinant LMPTP-A, OMFP fluorogenic substrate;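 active = compounds that cut the enzyme signal by at least half of the control window in the single-dose screen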;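 also: plate controls were DMSO wells with enzyme plus substrate for no effect and substrate without enzyme for full effect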
Target sequence (P24666 whole entry, looked up): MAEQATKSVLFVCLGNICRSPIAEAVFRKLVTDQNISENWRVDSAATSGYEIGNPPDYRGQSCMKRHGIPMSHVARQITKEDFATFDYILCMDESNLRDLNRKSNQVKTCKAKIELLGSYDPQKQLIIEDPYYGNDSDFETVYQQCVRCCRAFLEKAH
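Test system – LMPTP-A enzyme · Amount – LMPTP-A at 0.625 nM final in the reaction · Buffer or medium – Bis-Tris pH 6.0, DTT, detergent · Reagent – OMFP 400 µM · Doses – single 20 µM dose · Schedule – reaction 50 min, room temperature, dark · Detection – fluorescence intensity of OMFP turnover product · Evaluation – percent inhibition versus substrate-only and uninhibited controls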
NadD inh = inhibitors of S. aureus NadD, primary screen, biochemical, colorimetric, uHTS; Nicotinate-nucleotide adenylyltransferase NadD (Staphylococcus aureus N315); purified NadD enzyme, colorimetric absorbance read-out; inhibition, % at 20 µM; 360,000 compounds, 0.78% hits; AID 602399, 2012; in the data active = inhibition above about 26%; also: some compounds past the cut are filed as inactive
Scp1 inh = Scp-1 phosphatase inhibitors, primary screen, biochemical, colorimetric, uHTS; Carboxy-terminal domain RNA polymerase II polypeptide A small phosphatase 1 (Homo …; Recombinant Scp1, phosphopeptide, malachite green phosphate absorbance; inhibition, % at 20 µM; 340,000 compounds, 0.88% hits; AID 493091, 2011;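 active = inhibition above about 50% at 20 µM, limit read from the data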;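 also: plate controls were DMSO wells with enzyme for no effect and wells lacking enzyme for full effect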
Target sequence (Q9GZU7 76-261 limits assumed): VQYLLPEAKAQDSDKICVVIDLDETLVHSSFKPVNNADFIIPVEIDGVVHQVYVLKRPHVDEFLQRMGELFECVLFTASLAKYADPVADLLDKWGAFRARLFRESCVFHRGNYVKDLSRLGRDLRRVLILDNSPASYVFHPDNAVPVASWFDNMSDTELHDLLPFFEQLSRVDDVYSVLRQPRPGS
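Assay system: SCP-1 catalytic fragment, aa 76-261 | Buffer or medium: Tris acetate buffer pH 5.5 with MgCl2 and Tween-20 | Compound: One concentration, 20 µM, with 1.0% DMSO | Also added: Phospho 17-mer peptide substrate | Signal: Absorbance at 630 nm | Incubation: 45 min enzyme reaction at room temperature | Measure: % inhibition of SCP-1 phosphate liberation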
SUMO1 PPI mod = modulators of SUMO1 protein-protein interactions, primary screen, biochemical, uHTS; Small ubiquitin-related modifier 1 (Homo sapiens), P63165; SUMO1 binding to a labelled peptide, TR-FRET, 1 h; inhibition, % at 20 µM; 360,000 compounds, 0.33% hits; AID 602429, 2012; in the data active = inhibition above about 37%
Target sequence (P63165 whole entry, looked up): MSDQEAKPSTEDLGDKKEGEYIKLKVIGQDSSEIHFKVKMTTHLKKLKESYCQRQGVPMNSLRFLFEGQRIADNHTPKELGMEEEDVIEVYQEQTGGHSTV
DNMT1 block = human DNMT1 methyltransferase inhibitors, primary screen, biochemical, molecular beacon, fluorescence, HinP1I cleavage, uHTS; inhibition (reported as % activation of signal), % at 10 µM; 360,000 compounds, 0.83% hits; AID 588458, 2011; DNA (cytosine-5)-methyltransferase 1 (Homo sapiens), P26358; in the data active = inhibition above about 50%
SKN-1 block = suppressors of acrylamide-induced Pgst-4::GFP reporter in worms, primary screen, SKN-1 inhibitor project, whole organism, uHTS, GFP/RFP fluorescence ratio, strain VP596. C. elegans VP596 Pgst-4::GFP/RFP ratio, 24 h. inhibition, % at 21.8 µM. 360,000 compounds, 0.49% hits. AID 624304, 2012;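 active = interference check ratio from 0.5 to 1.5 plus GFP to RFP signal ratio inhibition reaching or exceeding a fixed threshold, cut at about 30% in these data, passing the limit was not always enough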; also: some compounds called inactive have numbers as strong as hits
* marks the source's active call; other numbers are inactive results; i = inactive; · = no result given. The list is partial (hit frequency here may not be typical).

Under each structure: NRP1-CendR mod	MT1-MMP act inh	Rpn11 inh	STEP block	LMPTP inh	NadD inh	Scp1 inh	SUMO1 PPI mod	DNMT1 block	SKN-1 block
> O=C(Nc1ccc2ccccc2c1)c1nn(C23CC4CC(CC(C4)C2)C3)cc1Br
  0.1	-9.5	i	18.4	2.2	5.3	-7.8	-6.1	2.2	14.7
> c1ccc2c(c1)[IH]c1ccccc1-2
  0.1	32.1	i	1.0	12.2	-3.6	7.6	-0.9	53.0*	15.8
> COc1ccc(NC(=O)c2cn(CCC#N)nc2-c2ccc(OC)c(OC)c2)cc1
  -7.9	7.5	i	0.5	-1.3	7.7	-7.3	-0.9	-1.9	4.8
> C[n+]1c(-c2ccccc2)cc(-c2ccc(Cl)cc2)cc1-c1ccccc1
  4.8	-6.7	i	-0.8	-0.2	5.2	5.2	-17.0	-0.8	1.9
> c1ccc2cc(CC3=NCCN3)ccc2c1
  -11.3	3.2	i	-1.7	-1.1	-2.5	-11.2	2.7	2.5	-5.8
> CCOc1ccc(C2SCC(=O)Nc3c2c(=O)[nH]n3C2CCCCCC2)cc1 (stereo not given)
  -7.7	-2.9	i	1.0	0.2	3.3	-7.0	0.7	4.9	11.4
> O=P(c1ccccc1)(c1ccccc1)N1CCCCC1
  8.7	5.7	i	-0.7	-0.9	5.1	-1.9	0.1	0.5	10.2
> Cc1c(C(c2ccccc2Cl)c2c(O)c3ccccc3oc2=O)c(=O)n(-c2ccccc2)n1C (stereo not given)
  0.9	-2.1	i	3.8	-0.4	-4.4	-18.4	0.3	0.1	1.5
> Nc1c(C(=O)NCCCc2ccccc2)c2nc3ccccc3nc2n1Cc1cccs1
  -5.1	-10.7	i	7.1	4.9	15.2	2.1	-5.2	-38.0	-2.1
> FC(F)(F)c1cccc(-n2nnnc2C2(N3CCOCC3)CCCCC2)c1
  1.3	-5.5	i	0.7	0.1	3.0	2.9	2.3	0.0	-12.8

A second format for 3 compounds above:
structure	NRP1-CendR mod	MT1-MMP act inh	Rpn11 inh	STEP block	LMPTP inh	NadD inh	Scp1 inh	SUMO1 PPI mod	DNMT1 block	SKN-1 block
c1ccc2cc(CC3=NCCN3)ccc2c1	-11.3	3.2	i	-1.7	-1.1	-2.5	-11.2	2.7	2.5	-5.8
CCOc1ccc(C2SCC(=O)Nc3c2c(=O)[nH]n3C2CCCCCC2)cc1 (stereo not given)	-7.7	-2.9	i	1.0	0.2	3.3	-7.0	0.7	4.9	11.4
O=P(c1ccccc1)(c1ccccc1)N1CCCCC1	8.7	5.7	i	-0.7	-0.9	5.1	-1.9	0.1	0.5	10.2

Further structures
Under each structure: NRP1-CendR mod	MT1-MMP act inh	Rpn11 inh	STEP block	LMPTP inh	NadD inh	Scp1 inh	SUMO1 PPI mod	DNMT1 block	SKN-1 block
> S=C1NCCN1
  -6.4	-1.1	i	-0.7	2.6	8.0	-6.3	1.0	0.2	11.3
> Nc1cccc(N=Cc2c(O)n(Cc3ccc(F)cc3)c(=O)[nH]c2=O)c1
  -23.7	-10.4	i	2.4	1.3	2.3	0.5	-7.5	-2.5	0.0
> COCC(=O)N1Cc2ccccc2-n2nncc2C1
  -3.8	0.4	i	0.7	-2.2	6.1	-0.1	2.1	3.3	9.2
> O=C1CN=C(c2ccc(Br)cc2)c2oc3ccccc3c2N1
  -17.8	4.2	i	2.6	-1.0	2.9	-4.8	4.8	14.8	-2.7
> CCCCCN1C(=O)c2cc(OC)ccc2[C@@]2(C(=O)OCC)Cc3cc(Cl)ccc3[C@@H]12
  -5.2	-32.0	·	·	6.4	0.1	·	3.5	·	8.6
> CN(C)S(=O)(=O)c1cccc(C(=O)N2CCC(C(=O)O)(c3ccccc3)CC2)c1
  5.5	2.2	i	-0.8	0.5	-2.6	16.9	4.7	8.4	-13.3
> COc1cc(/C=N/NC(=O)CN2CC(c3ccccc3)CC2=O)ccc1OC(=O)N(C)C (stereo not given)
  -13.0	-1.4	i	-1.7	0.4	0.2	6.1	-4.2	-2.0	-2.6
> Cc1nn(Cc2ccccc2)c(C)c1C(=O)NCc1ccccc1
  1.0	3.6	i	-1.1	0.0	-4.6	-5.2	0.0	-1.9	-8.1
> C/C=C1/CC(C)C(C)(O)C(=O)OCC2CCN3CCC(OC1=O)C23 (stereo not given)
  -5.0	-1.6	i	2.3	-0.8	0.7	-7.0	-2.9	-0.8	-3.9
> CCOC(=O)CC(SP1(=S)OCC2(CC=CCC2)CO1)C(=O)OCC (stereo not given)
  20.9	0.4	i	1.8	0.5	-6.2	-2.7	3.8	1.9	3.9
> CC(CC(C)(C)N1CC1)=NNC(=O)Nc1cccc2ccccc12
  -4.3	2.4	i	0.5	-1.1	10.2	-13.3	-13.5	-6.2	-6.3
> CCc1ccc(N2C(=O)CC(=O)NC2=O)cc1
  -14.4	-13.5	i	-1.3	0.3	1.4	-6.5	-3.1	0.1	-6.0
> Cc1cccc(CNCCc2c[nH]c3ccccc23)c1
  -17.1	-2.8	i	4.7	0.8	-10.2	-2.0	5.8	-6.3	4.0
> O=c1[nH]c(=S)n(-c2ccc(Br)cc2)c(O)c1C=Nc1ccc(N2CCOCC2)cc1
  121.3	-21.8	i	-21.8	0.9	25.1	32.2	-16.3	-14.2	16.9
> O=c1cccc2n1C[C@@H]1C[C@@H]2CN(CC(O)c2ccc([N+](=O)[O-])cc2)C1 (stereo not given in full)
  -10.3	-0.1	i	1.6	-0.4	-0.1	-6.8	-16.1	0.2	27.6
> Cc1cc(C(=O)OCC(=O)Nc2ccc(F)cc2)c(C)n1C1CC1
  -3.2	1.3	i	0.6	0.1	-3.3	-9.0	-1.2	-17.5	3.4
> CC1CCCN(C(=O)CCl)C1 (stereo not given)
  -5.9	-0.4	i	-2.0	0.6	-3.1	-10.8	0.1	4.1	1.7
> COc1ccc(C2=NCC(=O)N(CC(=O)NCc3ccco3)c3sc4c(c32)CCCC4)cc1OC
  -5.5	-0.9	i	-3.1	-2.4	11.9	3.5	28.5	0.1	0.5
> CCOc1ccc(-n2c(O)c(C=Nc3ccc(N4CCOCC4)cc3)c(=O)[nH]c2=O)cc1
  3.6	4.5	i	-1.8	-2.4	14.8	-3.1	-24.7	-1.3	-1.8
> CC1C(c2cccs2)=[N+]([O-])C(C)(C(=O)c2ccc(Cl)cc2)N1O (stereo not given)
  12.4	-5.7	i	2.2	1.2	-6.8	-3.6	-7.4	3.1	10.8
> CCS(=O)(=O)CCSP(=O)(OC)OC
  -12.2	-2.5	i	-3.8	-0.6	-0.5	10.6	-2.1	-3.6	5.2
> FC(F)(F)Oc1ccc(NC2=NCCCS2)cc1
  -5.6	4.1	i	-1.5	-1.8	-6.1	-11.0	1.5	1.6	2.2
> COC(=O)N(c1ccc(OC)cc1)P1(=S)OCCC(C)O1 (stereo not given)
  -14.5	6.8	i	4.8	-0.8	6.4	-0.4	-3.6	-0.4	5.4
> CCCn1cc(CN2CCCC(C(=O)c3cccc(OC)c3)C2)c(C)n1 (stereo not given)
  -6.4	3.1	i	0.3	-1.4	3.4	-8.0	-1.9	-0.2	-7.6
> CCC(=NCc1ccco1)c1c(O)n(-c2ccc(OC)cc2)c(=O)[nH]c1=O
  -4.6	-10.5	i	-6.3	-0.2	0.4	-3.6	5.1	5.3	2.8
> Oc1c(Br)cc(Br)cc1CN1CCN(Cc2ccccc2)CC1
  0.1	-0.7	i	-0.5	0.6	-12.2	3.2	18.3	-3.4	1.2
> N#CC1=C(N)Oc2c(c(=O)oc3ccccc23)C1c1ccncc1 (stereo not given)
  -7.4	4.9	i	-1.5	0.2	-4.1	-4.0	0.3	2.4	-0.7
> C=CCn1c(O)c(C(C)=NCCN2CCN(C(=S)NC)CC2)c(=O)[nH]c1=O
  -4.9	-0.9	i	-0.1	-4.4	-2.2	-10.8	-1.8	0.0	-2.0
> O=c1c2ccccc2nc(-c2ccccc2)n1-c1ccccn1
  -4.5	-2.9	i	-0.6	-1.2	-5.4	-7.1	-0.6	-0.7	-3.2
> O=C(N/N=C/c1c(O)n(-c2cccc3ccccc23)c(=O)[nH]c1=O)c1ccncc1
  -141.0	-38.3	·	0.7	0.6	1.6	5.3	-10.1	5.1	13.4
> O=C1CC2OCC=C3CN4CCC56c7ccccc7N1C5C2C3CC46O (stereo not given)
  -9.2	1.8	i	2.7	1.6	-1.6	·	4.5	5.8	-12.7
> Nc1ccc(-c2ccc(N)cc2)cc1
  -1.5	4.1	i	0.0	-2.9	0.4	-4.7	-1.4	0.8	-2.0
> COc1ccccc1N1CCN(C2CCCN(C(=O)COc3ccccc3Cl)C2)CC1 (stereo not given)
  -2.1	-2.1	i	0.2	1.2	-0.2	-1.6	0.0	-0.6	1.8
> COc1cc(OC)cc(C(=O)NC(=S)N2C[C@H]3C[C@H](C2)c2cccc(=O)n2C3)c1
  13.3	-0.2	i	-0.8	-1.4	-0.4	1.4	-2.8	-5.8	-0.5
> CC1CCN(C(=O)c2ccc(N3CC4CC(C3)c3cccc(=O)n3C4)c([N+](=O)[O-])c2)CC1 (stereo not given)
  -14.7	1.6	i	3.7	1.0	0.0	-1.3	-14.0	5.5	6.5
> COC(=O)CC1(Cc2ccccc2)C(=O)NC(=O)NC1=O
  -6.3	1.1	i	-2.1	-1.7	-8.0	3.2	2.5	1.3	-6.5
> C[C@]12CCC3C(CCC4=CC(O)CC[C@@]43/C=N/O)C1(O)CCC2C1=CC(=O)OC1 (stereo not given in full)
  -6.8	-45.6	i	-1.9	-2.7	-3.7	0.9	-4.0	-1.6	7.0
> O=C(NC(=S)N1CC1)c1ccccc1
  4.1	1.1	i	-2.3	-0.9	2.3	·	4.3	-1.4	15.9
